# Compound activity from PubChem BioAssay.
# GLP1R inv ag – acts as inverse agonist at human GLP-1 receptor. Potency, µM (top dose mostly 38.3 µM), without a hit: top-dose activity change, negative = inhibition, hits mostly inhibitors. HEK293 GLP-1R CRE-luciferase, luminescence, 24 h; GLP-1R form is constitutively active. actives 1.6% (n = 410,000); further: potency means the concentration at half of the fitted maximal effect; on the % scale 0 is the no-effect control and ±100 the full control effect; nearly all actives have a fitted effect of over 55% in size
# Target sequence (P43220 whole entry, looked up): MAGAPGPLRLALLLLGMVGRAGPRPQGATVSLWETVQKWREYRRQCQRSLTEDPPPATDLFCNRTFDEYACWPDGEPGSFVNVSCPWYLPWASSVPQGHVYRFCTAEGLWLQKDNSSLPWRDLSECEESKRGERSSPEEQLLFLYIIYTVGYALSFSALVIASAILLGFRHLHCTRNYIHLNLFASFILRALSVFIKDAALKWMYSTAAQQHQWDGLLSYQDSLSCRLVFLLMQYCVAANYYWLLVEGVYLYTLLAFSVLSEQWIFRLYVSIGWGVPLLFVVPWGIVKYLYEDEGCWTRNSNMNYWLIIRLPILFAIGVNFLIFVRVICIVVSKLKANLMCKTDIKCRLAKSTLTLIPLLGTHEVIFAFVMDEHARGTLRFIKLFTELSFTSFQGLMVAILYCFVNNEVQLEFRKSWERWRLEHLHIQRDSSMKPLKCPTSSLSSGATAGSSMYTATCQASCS
#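 GLP-1R inverse agonism mode: basal reporter luminescence in engineered HEK293 cells measured after one day of compound exposure at 37 deg C, with a 12 min room-temperature detection step.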
# GLP1R cytotox – cytotoxicity counter-screen for GLP-1 receptor inverse agonists; HEK293 cAMP-luciferase reporter cells, luminescence, 24 h; actives 0.13% (n = 410,000); Potency, µM (highest dose often 38.3 µM), for the others: at the top dose activity change, negative = inhibition, most hits filed as inhibitors;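 further: loss of luciferase light is scored as toxicity; potency means the concentration at half of the fitted maximal effect; on the % scale 0 is the no-effect control and ±100 the full control effect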
#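 Compound-treated cells are incubated 24 hr at 37 deg C under 5% CO2 after a 12 hour attachment period, then luciferase detection reagent is added and luminescence is measured following 12 min at room temperature; lowered signal indicates toxicity.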
# MmCpn inh – inhibitors of Methanococcus maripaludis chaperonin (MmCpn) | Potency, µM (highest dose often 76.9 µM), inactives show at the top dose activity, negative = inhibition, usual class: inhibitors | actives 0.031% (n = 330,000) | purified Mm-Cpn ATPase, ADP Transcreener TR-FRET; further: potency means the concentration at half of the fitted maximal effect; on the % scale 0 is the no-effect control and ±100 the full control effect; nearly all actives have a fitted effect of over 80% in size
#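 Purified archaeal chaperonin (25 nM final) was preincubated with compound for 10 min at 37°C, then ATP (10 uM final) was added for 30 min at 37°C in Tris pH 7.4/KCl/MgCl2/DTT buffer. ADP was quantified by HTRF Transcreener TR-FRET.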
# FUS suppressor – rescues growth of FUS-expressing yeast; S. cerevisiae FUS-expressing, growth rescue, OD600, 24 h; Potency, µM (top dose mostly 76.6 µM), for inactives: top-dose growth rescue (activation), actives largely listed as activators; actives 0.24% (n = 390,000);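 further: potency means the concentration at half of the fitted maximal effect; plate controls were DMSO vehicle for no effect and reference control for full effect; nearly all actives have a fitted effect of over 55% in size; some results filed as inactive show a strong effect at the top dose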
#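 Yeast FUS proteinopathy model; galactose-induced FUS (2%), starting OD 0.005. Cpds in dilution series, 24hr, 30C, 99% humidity. Abs 600 nm growth. Pos ctrl CP55940 (top 92uM final); neg ctrl DMSO.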
# PTHR1 ag – activates the human parathyroid hormone receptor PTHR1; HEK293 GP2 PTHR1 cells, GloSensor cAMP luminescence, 1 h; Potency, µM (series often up to 115 µM), for the others: at the top dose activation, usual class: activators; actives 0.075% (n = 410,000); AID 743266; further: potency means the concentration at half of the fitted maximal effect; nearly all actives have a fitted effect of over 55% in size; some results filed as inactive show a strong effect at the top dose; inactives centre near -15; many of its hits are not listed in these tables
# Target sequence (Q03431 whole entry, looked up): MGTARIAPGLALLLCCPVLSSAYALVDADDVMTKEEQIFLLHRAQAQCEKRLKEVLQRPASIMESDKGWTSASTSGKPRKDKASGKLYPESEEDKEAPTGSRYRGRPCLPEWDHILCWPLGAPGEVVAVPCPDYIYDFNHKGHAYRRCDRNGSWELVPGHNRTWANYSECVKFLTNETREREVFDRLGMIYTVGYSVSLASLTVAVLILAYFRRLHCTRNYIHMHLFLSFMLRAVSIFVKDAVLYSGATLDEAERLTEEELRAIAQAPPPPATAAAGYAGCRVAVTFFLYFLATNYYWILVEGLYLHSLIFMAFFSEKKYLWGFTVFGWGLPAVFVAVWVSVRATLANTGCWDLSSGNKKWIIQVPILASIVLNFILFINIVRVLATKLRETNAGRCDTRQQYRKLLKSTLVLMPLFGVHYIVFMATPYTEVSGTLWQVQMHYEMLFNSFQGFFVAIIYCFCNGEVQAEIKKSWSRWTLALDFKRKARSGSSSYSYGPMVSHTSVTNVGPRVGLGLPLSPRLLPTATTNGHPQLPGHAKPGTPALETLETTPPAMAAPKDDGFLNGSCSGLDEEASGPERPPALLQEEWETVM
#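 HEK-293-derived GP2 cells expressing PTHR1 and a GloSensor cAMP reporter, 3,000/well, plated overnight, given luciferin plus IBMX (each 0.5 mM as added) for 1 h at 37 °C, then compound for 1 h at 37 °C. Luminescence was read after 15 min at room temperature.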
# Abeta rescue – A-beta toxicity reversal in yeast | yeast expressing A-beta42, growth rescue, OD600, 48 h; response scale: 0% DMSO, 100% iron-clioquinol control | Potency, µM (doses to about 46.1 µM), without a hit: top-dose growth rescue, hits mostly activators | actives 0.063% (n = 410,000); further: potency means the concentration at half of the fitted maximal effect; nearly all actives have a fitted effect of over 55% in size
#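 Growth rescue measured by 600 nm absorbance after 48 h yeast culture at 30 C with compound. Values normalized between DMSO and an equimolar ferric chloride plus clioquinol control.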
# Akt phos inh – Akt phosphorylation inhibition; Neuro2A IGF-stimulated pAkt S473 HTRF, 20 min; hits give low values; activity change, % for hits at 50 µM; actives 0.32% (n = 360,000); in the data active means activity change below about -80%; inconclusive means mostly about -51% to -80%; further: on the % scale 0 is the no-effect control and ±100 the full control effect
#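 Single-point screen (50 µM final compound) in Neuro2A cells stimulated 20 min with 6 nM IGF at 37 deg C. After lysis, Ser473-phosphorylated Akt read by HTRF (ex 330 nm, em 615/665 nm) as the 665/615 ratio.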
# aSyn yeast inh – alpha-synuclein toxicity inhibition in yeast | Yeast expressing alpha-synuclein, growth rescue, BacTiter-Glo, 24 h | Potency, µM (series often up to 46.1 µM), for the others: at the highest dose growth rescue (activation), actives largely listed as activators | actives 0.14% (n = 370,000); further: potency means the concentration at half of the fitted maximal effect; % of control where 0% means no effect; nearly all actives have a fitted effect of over 65% in size
#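 Galactose-induced alpha-syn yeast (OD600=0.02, raffinose-pregrown) + pinned cpd, 24 hr, 30 deg C; growth by BacTiter-Glo luminescence. Growth restoration scores as activation.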
# TDP43 rescue – rescues yeast growth from TDP-43 toxicity | TDP-43 expressing yeast growth rescue, BacTiter-Glo, 24 h | Potency, µM (highest dose often 46.1 µM), for inactives: at the top dose growth rescue (activation), most hits filed as activators | actives 1.8% (n = 410,000) | AID 652104; further: potency means the concentration at half of the fitted maximal effect; % of control where 0% means no effect; nearly all actives have a fitted effect of over 50% in size
#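 Luminescence from BacTiter-Glo reports growth of TDP-43-expressing yeast after 24 hr at 30 deg C with compound. Cells were raffinose-pregrown to mid-log, then seeded in galactose medium at OD600=0.02.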
# Starred values were filed as active, the others as inactive; i = inactive; ? = inconclusive; . = not tested or not shown; [ ] = dose if it differs, or a comment. Unless noted, the call rests on the fitted dose curve; in most records, active means well fitted curve in the direction sought with a large enough effect; inconclusive means small, poorly fitted or top-dose-only effect, or another doubt; inactive means no such curve, though single readings can be large; an effect the other way counts as inactive or inconclusive.
SMILES	GLP1R inv ag	GLP1R cytotox	MmCpn inh	FUS suppressor	PTHR1 ag	Abeta rescue	Akt phos inh	aSyn yeast inh	TDP43 rescue
COC(=O)c1ccccc1NC(=O)c1c(O)c2c([nH]c1=O)CCCC2	0.6%	70.5%[activator]	0.3%	28.1%	i	0.2%	i	-1.8%	-5.5%
O=C(CN1CCc2ccccc2C1)Nc1ccccc1C(=O)NC1CC1	-1.7%	-14.8%	-0.2%	.	i	3.6%	i	1.4%	14.9%
O=C(COC(=O)c1cncc(Br)c1)NCc1cccs1	0.4%	4.9%	3.2%	-15.1%	i	-23.3%	i	-3.2%	5.0%
COc1ccc(NC(=O)c2cc(-c3ccc(F)cc3C)n[nH]2)cc1OC	-38.8%	-3.9%	.	1.3%	-13.3%	-15.2%	i	-3.9%	13.7%
CCOC(=O)Cn1cnc2scc(-c3ccc(C)c(C)c3)c2c1=O	?	2.1%	-8.7%	-1.8%	-8.6%	4.2%	i	-17.7%	0.0%
S=c1[nH]nc(-c2ccccc2)n1/N=C/C=C/c1ccco1	-0.9%	-21.6%	1.6%	.	-4.5%	7.7%	i	2.0%	19.2%
O=C(CCc1ccncc1)N1CCCC(Nc2ccc(F)c(F)c2)C1 (configuration not stated)	?	-3.3%	0.5%	-19.6%	i	.	i	-0.1%	2.3%
S=C(/N=c1/sccn1Cc1ccccc1)NC1CC1	?	?	-17.1%	21.0%	-8.7%	?	i	3.5%	-0.4%
COc1cccc(OCc2cc(C(=O)NCC3CCCCC3)no2)c1	-9.5%	-9.6%	-0.1%	-4.2%	-13.2%	-14.3%	i	-2.8%	9.1%
Nc1nc(SCC(=O)NC2CCCCC2)n[nH]1	18.6%	0.1%	1.3%	-13.1%	-9.4%	-3.7%	i	-8.4%	2.8%
COc1ccc(CC(=O)Nc2ccccc2-c2ccccc2)cc1OC	3.8%	14.0%	1.2%	-3.0%	-41.2%	-11.2%	i	11.7%	10.9%
COC(=O)CCCn1cc(CN2CC(N3CCN(Cc4ccccc4F)CC3)CS2(=O)=O)nn1 (configuration not stated)	8.4%	1.1%	.	-18.6%	-17.5%	-8.4%	i	1.7%	14.4%
CCN(CC)S(=O)(=O)c1ccc(NC(=O)c2cc3ccc4cccnc4c3[nH]2)cc1	-19.6%	-2.9%	.	18.8%	i	12.9%	.	.	21.3%
CCn1cc(C(=O)O)c(=O)c2cc(OC)ccc21	6.8%	4.2%	-0.1%	13.8%	-0.1%[57.5 µM]	16.8%	i	6.2%	?
Cn1nnc2cc(C(=O)NCc3ccco3)ccc21	-4.1%	-5.4%	.	23.5%	i	-1.5%	i	-0.2%	-6.6%
Cc1onc(-c2c(Cl)cccc2Cl)c1C(=O)N1CCc2ccccc2C1	?	?	0.2%	.	-2.0%	-0.1%	i	16.3%	21.9%
COCN(C#N)c1nc(OC)nc(OC)n1	0.0%	1.1%	-0.4%	-22.3%	-1.1%[57.5 µM]	-8.7%	i	-4.7%	-15.5%
Cc1nonc1NC(=O)CSc1nc2ccccc2o1	?	?	2.2%	16.3%	-6.9%	-4.2%	i	2.5%	13.5%
O=C(Nc1ccc(Cl)cc1)[C@@H]1[C@@H]2C(=O)N(c3cccc(F)c3)C(=O)[C@@H]2[C@H]2C=CC=NN21	2.2%	-7.4%	0.7%	9.9%	-11.0%	12.6%	i	-4.2%	11.8%
COCCN1Cc2cccc(C(=O)Nc3cccc(-c4nc5ccccc5[nH]4)c3)c2C1=O	-13.7%	-1.8%	-8.5%	?	-10.8%	-4.3%	i	-42.0%[inhibitor]	23.7%
CCOc1ccccc1/C=C(\C#N)C(=O)Nc1cccc(C(=O)O)c1	7.4%	-0.8%	?	35.2%	-24.1%	-2.7%	i	-2.4%	-13.1%
COc1cccc(-c2nn(-c3ccccc3)cc2C(=O)Nc2nccs2)c1	7.08µM*	-26.5%	-10.7%	25.1%	-3.5%	0.6%	i	-12.7%	?
CCCN(CCC)CC(O)CN(c1cc([N+](=O)[O-])ccc1OC)S(=O)(=O)c1ccccc1 (configuration not stated)	?	61.9%[activator]	0.9%	14.5%	28.6%[57.5 µM]	7.1%	i	-5.3%	1.3%
Cc1cccc(C(=O)NNC(=O)C2CCCO2)c1 (configuration not stated)	1.9%	6.3%	0.9%	-5.6%	-32.7%[inhibitor]	12.0%	i	-4.8%	-6.6%
O=C(c1ccco1)N1CCN(S(=O)(=O)c2cccc(Cl)c2)CC1	-29.1%	-2.1%	0.4%	-1.8%	i	1.9%	i	-2.2%	9.9%
CCOC(=O)CN1C(=O)N[C@@H](c2cccc(F)c2)C(C(=O)OC)=C1C	?	12.3%	.	3.0%	i	-9.7%	i	3.6%	14.1%
CC(Sc1nnc(CN2CCCC2)n1Cc1ccccc1)C(=O)Nc1ccc(F)cc1Cl (configuration not stated)	5.62µM*	-3.6%	.	-0.2%	i	-7.5%	i	-2.8%	-17.9%
COc1ccc(S(=O)(=O)N2CCOCC2)cc1NC(=O)CSc1nc(C)c(C)c(C)n1	49.2%[activator]	2.0%	-0.8%	33.2%	i	3.7%	i	6.9%	-10.9%
COCCOc1ccc(C(F)(F)F)cc1N	7.5%	4.2%	-0.8%	-5.3%	-2.2%	0.3%	i	1.4%	11.6%
O=C(CCSc1ccc(Cl)cc1)NC1CCCCC1	-1.2%	2.0%	-1.1%	.	-2.9%	7.8%	i	-0.1%	-5.2%

# Next part:
SMILES	GLP1R inv ag	GLP1R cytotox	MmCpn inh	FUS suppressor	PTHR1 ag	Abeta rescue	Akt phos inh	aSyn yeast inh	TDP43 rescue
Cc1ccc(C)c(N2N=C(C(=O)OCc3nnc(-c4cccs4)o3)CCC2=O)c1	5.5%	-1.2%	0.6%	23.2%	6.1%	-9.3%	i	-3.9%	-18.3%
CN(CC(=O)Nc1cccc(F)c1)CC(=O)N(C)c1c(N)n(Cc2ccccc2)c(=O)[nH]c1=O	11.7%	-7.3%	-1.3%	2.2%	i	-6.9%	i	7.6%[1.84 µM]	-4.0%
CCOc1ccccc1NC(=O)C(=O)NCCC1=CCCCC1	-16.2%	10.2%	0.4%	6.8%	i	-14.9%	i	2.5%	-3.9%
COc1cc(/C=N/NC(=O)c2nnn(-c3nonc3N)c2-c2cccs2)ccc1O	?	-3.0%	?	16.8%	-13.7%	-7.2%	i	-5.7%	8.9%
COc1ccc(-n2cnnc2SCc2cnc(-c3ccccc3)s2)cc1	0.0%	-11.6%	1.5%	22.3%	-6.9%[57.5 µM]	0.4%	i	0.1%	20µM*
CCNc1nc(NCC)nc(N/N=C/c2ccc(O)c(O)c2)n1	24.5%	-18.7%	-3.7%	-2.8%	-59.6%[inhibitor]	-24.3%	i	-2.3%	19.5%
COC(=O)c1ccc(NS(=O)(=O)c2cc(C)ccc2OC)cc1	-5.9%	-4.8%	1.1%	5.4%	i	2.2%	i	-0.6%	-1.2%
COc1cccc(NC(=O)c2sc3nc(C)c(C(=O)Nc4ccc(C)cc4C)c(-c4sccc4C)c3c2N)c1	9.7%	84.0%[activator]	.	23.1%	9.8%	-7.0%	.	.	-7.4%
O=C(NC1CCCC1)C1C(c2ccc(C(F)(F)F)cc2)=Nc2ccccc2N1C(=O)c1cc2ccccc2[nH]1 (configuration not stated)	?	-11.8%	.	?	-62.3%	2.9%	i	6.8%	?
COc1cc2c(cc1OC)CN(c1ccc([N+](=O)[O-])cc1Cl)CC2	?	-11.7%	-0.6%	29.5%	-13.6%	-47.4%[inhibitor]	i	-7.7%	?
S=c1nc(-c2ccccc2Cl)[nH][nH]1	-0.5%	2.9%	-2.7%	5.7%	-13.3%	16.0%	i	-0.3%	4.8%
Cc1ccc(C(=O)NCCc2cccc(Cl)c2)cc1[N+](=O)[O-]	?	-1.7%	1.0%	.	-5.3%	-15.9%	i	-2.5%	27.9%
CC(=O)NCCCc1nc2ccccc2n1Cc1cc(C)ccc1C	-6.4%	-1.9%	-0.3%	8.0%	i	-11.1%	i	-1.7%	0.4%
O[C@@H]1CN(CC2CCCCC2)[C@@H](c2ccc(Cl)cc2)C[C@H]1n1cc(C2CC2)nn1	-12.3%	-1.7%	.	13.0%	-34.4%[inhibitor]	27.6%	i	17.8%	14.5%
CC(C)Oc1ccc(C2CNC(=O)C2)cc1 (configuration not stated)	1.4%	1.9%	-1.6%	-21.0%	?	-10.4%	i	0.7%	-9.4%
CCOC(=O)Cc1ccc(NC(=O)N(C(C)C)C2CCN(C(C)=O)CC2)cc1	?	-7.1%	.	-22.8%	-20.2%	5.3%	.	.	9.6%
CCCNC(=O)c1ccc(N2CCC3(CC2)CC(c2ccccc2)=NO3)c(NC(=O)c2cccc(OC)c2)c1	-12.4%	11.1%	-1.3%	?	-7.6%	1.4%	i	5.5%	32.3%
COc1ccc(NC(=O)c2cccn2-c2nnc(N3CCCCC3)s2)cc1	0.8%	-21.7%	.	18.4%	i	-5.2%	.	23.7%	8.8%
CCc1cc[n+](-c2nc([O-])sc2C=O)cc1	4.9%	12.4%	-0.5%	14.2%	-10.2%	-3.3%	i	-1.9%	1.1%
COc1cc(/C=C/c2nc(C#N)c(N3CCCCCC3)o2)cc(OC)c1OC	-14.2%	287.7%[activator]	.	31.8%	-38.9%[inhibitor]	-11.0%	.	.	23.0%

# Only part of the results is shown; count on the stated rates, not on these rows.
